From PubChem BioAssay
KOR beta-arrestin-1: KOR agonists, beta-arrestin recruitment, primary screen, cell-based, luminescence, uHTS (AID 1777); KOR beta-arrestin recruitment, luminescence; higher % means a stronger effect; hit rate 0.02% among 280,000; one-dose activation, % at 10 µM; EC50 in µM for titrated hits; in the data active = activation above about 50%, passing the limit was not always enough; also: a part of the inactive calls stands beside numbers as strong as those of hits
GPR35 arrestin U2OS: GPR35 antagonists blocking zaprinast-driven arrestin recruitment, primary screen, imaging, U2OS, beta-arrestin-GFP, zaprinast agonist (AID 2058). U2OS GPR35 beta-arrestin-GFP translocation imaging, zaprinast antagonism; higher % means a stronger effect. one-dose inhibition, % at 10 µM; IC50 in µM for titrated hits. hit rate 0.052% among 290,000;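 active = inhibition of at least 50% with at least 30 cells and total cytoplasm GFP at most 10,000,000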
GPR55 activation: GPR55 agonists via beta-arrestin recruitment, primary screen, imaging, U2OS cells, beta-arrestin-GFP redistribution (AID 1961) | hit rate 0.048% among 290,000 | one-dose activation, % at 10 µM; EC50 in µM for titrated hits | U2OS GPR55 beta-arrestin-GFP redistribution imaging; higher % means a stronger effect;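 active = activation above 40% with more than 50 cells counted in the well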;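 also: U2OS osteosarcoma cells stably expressing GPR55 and beta-arrestin-GFP; plate controls were DMSO negative control for no effect and LPI positive control for full effect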
KOR beta-arrestin-2: KOR antagonists, beta-arrestin recruitment, cell-based, luminescence, uHTS (AID 1778); KOR beta-arrestin recruitment, luminescence, antagonist mode; higher % means a stronger effect; inhibition, % at 10 µM; hits with a dose series show IC50 in µM; hit rate 0.091% among 290,000; also: strong numbers were not always called active
HIV fusion peptide: cell-free HIV fusion peptide-binding blockers – biochemical, uHTS, fluorescence dequenching, primary screen (AID 1986). cell-free peptide binding, fluorescence dequenching, 30 min; higher % means a stronger effect. one-dose inhibition, % at 20 µM; IC50 in µM for titrated hits. hit rate 0.3% among 290,000; in the data active = inhibition mostly above about 52%, no sharp cut-off; inactive = mostly below about 76%; also: some results filed as inactive read as strong as hits
NOD1 inhibition: NOD1 signaling inhibitors, primary screen, cell-based, luminescence, uHTS (AID 1578) | hit rate 1% among 290,000 | inhibition, % at 4 µM; hits with a dose series show EC50 in µM | NOD1-driven NF-kB luciferase reporter cells, luminescence; higher % means a stronger effect; in the data active = inhibition mostly above about 36%, no sharp cut-off; inactive = mostly below about 34%;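 also: HEK-293T reporter cells stimulated with the NOD1 agonist gamma-tri-DAP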
Myeloid diff 2: myeloid differentiation induction. calls only at 10 µM. AID 624256. ER-HoxA9 myeloid progenitors, lysozyme-GFP differentiation, flow cytometry. hit rate 1% among 360,000;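 active = normalized GFP-positive differentiation at or above the plate's own cutoff, the solvent-only control mean plus 3 SD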;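 also: cells exposed to compound for four days before flow analysis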
GPR55 antagonists: inhibition of LPI-stimulated GPR55 beta-arrestin translocation – imaging, U2OS, beta-arrestin-GFP, LPI agonist, primary screen (AID 2013); inhibition, % at 10 µM, or IC50 in µM where a hit was titrated; U2OS GPR55 beta-arrestin-GFP translocation imaging, LPI antagonism; higher % means a stronger effect; hit rate 0.13% among 290,000;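 active = spots per cell inhibited over 60%, with over 100 cells counted and total cytoplasm intensity under 500,000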;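 also: U2OS cells stably carrying GPR55 and arrestin-GFP stimulated by 5 µM LPI near EC80; imaged beta-arrestin-GFP aggregate spots per cell after agonist stimulation; plate controls were LPI-stimulated DMSO wells for no effect and DMSO wells without LPI for full effect; some results filed as inactive read as strong as hits; confirmed hits need IC50 under 10 µM and bright autofluorescent wells are also inconclusive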
NOD2 inhibition: inhibition of NOD2-driven NF-kB reporter – cell-based, luminescence, uHTS, HEK293 (AID 1566). HEK293 NOD2/NF-kB luciferase reporter, luminescence; higher % means a stronger effect. inhibition, % at 4 µM, or EC50 in µM where a hit was titrated. hit rate 0.63% among 290,000; also: many of its hits are not listed in these tables
Myeloid diff 2 GFP+ MAC1+ %: recorded beside Myeloid diff 2, whose call it bears; GFP+ MAC1+ double positive, %; measured here: differentiation confirmed by MAC1 staining
* = called active by the depositor; i = inactive; . = not tested or not shown; [ ] = another dose, or the depositor's remark. Rule as the data show it, unless noted: active = inhibition above about 50%; inactive = the rest.

Order of values – KOR beta-arrestin-1 | GPR35 arrestin U2OS | GPR55 activation | KOR beta-arrestin-2 | HIV fusion peptide | NOD1 inhibition | Myeloid diff 2 | Myeloid diff 2 GFP+ MAC1+ % | GPR55 antagonists | NOD2 inhibition
Cc1cc(N(CN2CCCC2=O)C(=O)c2ccc(OC(C)C)cc2)no1
    -1.1% | -10% | 0.5% | -22% | -1.2% | -54% | i | 0.6 | -1% | -4%
C=CCn1c(NC(=O)c2ccccc2Cl)c(C#N)c2nc3ccccc3nc21
    5.2% | 4% | 0.0% | -32% | 1.0% | 29% | i | 0.7 | -8% | 18%
O=C(/C=C/c1ccc([N+](=O)[O-])cc1)NCC1CCCO1 (stereo unspecified)
    9.8% | -3% | 0.6% | 12% | 0.9% | 1% | i | 1.4 | 14% | -6%
Cc1nc(C)c(C)nc1C
    -1.6% | -15% | -0.5% | -11% | -0.6% | -15% | . | . | 13% | 7%
CCN(CC)CCC(C)OC(=O)c1ccc(O)cc1O (stereo unspecified)
    . | 9% | 0.3% | -2%[20 µM] | 0.5% | -18% | i | 0.6 | 5% | 8%
CC1CCC(NC(=O)C2CCC(CNS(=O)(=O)c3cccc4nsnc34)CC2)CC1 (stereo unspecified)
    -8.4% | 16% | -0.1% | 35% | 4.5% | -5% | i | 0.8 | -3% | 8%
CCOC(=O)CN1C(=O)C(=O)c2cc(C)ccc21
    3.7% | 8% | 0.5% | -45% | 0.4% | -11% | i | 1.0 | -13% | -6%
CN(Cc1ccccc1)C(=O)COC(=O)c1cc(-c2ccc(Cl)s2)nc2ccccc12
    -6.4% | -4% | -0.1% | -3% | 3.4% | 9% | i | 0.6 | 0% | 11%
Cc1cc(Cl)ccc1OC(C)C(=O)NCCc1ccc2c(c1)OCCO2 (stereo unspecified)
    -1.4% | 2% | -0.4% | 3% | -2.7% | 27% | i | 0.4 | 9% | 1%
COc1ccc2c(C(=O)CN3CCN(c4ccccc4)CC3)c[nH]c2c1
    -5.7% | 39% | -0.1% | 0% | 1.1% | -16% | i | 1.1 | 23% | 7%
CC(Oc1ccc(Br)cc1Cl)C(=O)Nc1ccncc1 (stereo unspecified)
    -3.6% | 6% | -0.2% | -63%[20 µM] | 2.2% | 33% | i | 3.1 | -31% | 18%
CCn1cc(CN2CCc3c([nH]c4ccccc34)C2c2cccc(OC)c2)c(C)n1 (stereo unspecified)
    1.2% | 9% | 0.0% | 17% | -0.1% | -22% | i | 0.4 | -5% | -11%
CCN(CC)CCCNc1nc2cc(OC)c(OC)cc2c2nc(-c3cccnc3)nn12
    0.5% | 2% | -0.1% | -3% | 1.2% | -21% | i | 0.8 | 3% | -2%
O=C(Nc1ccc(F)cc1)N1CCn2c(nc3ccccc32)C1
    . | 6% | 0.3% | . | 1.1% | -27% | i | 7.4 | 4% | 8%
Cc1ccc(CNC(=O)CCc2c(C)nc3ncnn3c2C)cc1
    4.2% | -1% | -0.2% | -5% | 0.6% | -6% | i | 2.7 | -15% | 1%
COc1ccc2nc(C)cc(NCCN3CCOCC3)c2c1
    0.6% | -1% | 0.6% | -19% | 1.0% | -24% | i | 0.5 | -1% | 11%
CCc1nc(N2CCN(c3nc(C)cc(C)n3)CC2)c2oc3ccccc3c2n1
    -0.9% | -4% | -0.2% | 24% | -0.8% | -17% | . | . | 10% | 8%
CC(Sc1nc2ccccc2s1)C(=O)NC1CCCc2ccccc21 (stereo unspecified)
    1.0% | 11% | -0.2% | 30% | -0.3% | 18% | i | 0.1 | 4% | -62%
CCc1nnc(NC(=O)COc2ccc([N+](=O)[O-])cc2)s1
    -2.6% | -7% | -0.3% | 14% | -1.2% | -10% | i | 0.2 | 2% | 19%
CN1CCN(c2ccc([N+](=O)[O-])cc2/C=N/NC(=O)c2cccc([N+](=O)[O-])c2)CC1
    4.2% | -14% | 0.4% | -21% | -2.9% | -2% | . | . | 8% | 3%
COc1ccccc1C(=O)N1CCN(C2CCN(Cc3ccccc3)CC2)CC1
    4.2% | -10% | -0.1% | 3% | 2.0% | 4% | i | 1.0 | -8% | 10%
C=CCNc1nc(NCc2ccccc2)nc(OCC)n1
    3.0% | 0% | 0.3% | -3% | 2.7% | 29% | i | 0.4 | -1% | 15%
Cc1ccc(N=C2SC(C(=O)O)CC(=O)N2C)cc1C (stereo unspecified)
    -6.9% | -1% | 0.2% | -10% | 1.1% | -36% | i | 0.0 | -2% | -2%
O=C(COC(=O)CSc1ccc2ccccc2c1Br)NC1CC1
    1.5% | 5% | 0.2% | -20% | -0.2% | -11% | i | 0.4 | -5% | 11%
c1cc(-c2nnc3n2CCCCC3)ccn1
    6.3% | -10% | 0.5% | 12% | 3.0% | 2% | i | 2.7 | -1% | 11%
CCOc1ncccc1C(=O)OCC(=O)NCc1ccc2c(c1)OCO2
    -5.9% | 19% | -0.2% | 29% | -0.1% | -16% | i | 1.5 | 1% | 8%
CCOC(=O)C1CCN(CC(O)COc2ccc(C(C)(C)CC)cc2)CC1 (stereo unspecified)
    7.5% | -17% | -0.1% | -8% | -0.8% | -3% | i | 7.6 | 13% | -34%
O=C(CC1C(=O)NCCN1Cc1ccc(F)cc1Cl)NCc1ccon1 (stereo unspecified)
    1.8% | -3% | 0.7% | 6% | 4.0% | -3% | i | 1.2 | 14% | 2%
COc1ccc(NC(=O)c2cccc(F)c2)cc1Cl
    -7.9% | 17% | -0.1% | -10% | 2.3% | -83% | i | 0.5 | 11% | -32%
COC(=O)C1=C(C)NC(=O)NC1c1ccsc1 (stereo unspecified)
    2.5% | 7% | 0.3% | 13% | -2.6% | 16% | i | 1.1 | -3% | 13%

Continued (5 carried over from the part before).
Order of values – KOR beta-arrestin-1 | GPR35 arrestin U2OS | GPR55 activation | KOR beta-arrestin-2 | HIV fusion peptide | NOD1 inhibition | Myeloid diff 2 | Myeloid diff 2 GFP+ MAC1+ % | GPR55 antagonists | NOD2 inhibition
CCOc1ncccc1C(=O)OCC(=O)NCc1ccc2c(c1)OCO2
    -5.9% | 19% | -0.2% | 29% | -0.1% | -16% | i | 1.5 | 1% | 8%
CCOC(=O)C1CCN(CC(O)COc2ccc(C(C)(C)CC)cc2)CC1 (stereo unspecified)
    7.5% | -17% | -0.1% | -8% | -0.8% | -3% | i | 7.6 | 13% | -34%
O=C(CC1C(=O)NCCN1Cc1ccc(F)cc1Cl)NCc1ccon1 (stereo unspecified)
    1.8% | -3% | 0.7% | 6% | 4.0% | -3% | i | 1.2 | 14% | 2%
COc1ccc(NC(=O)c2cccc(F)c2)cc1Cl
    -7.9% | 17% | -0.1% | -10% | 2.3% | -83% | i | 0.5 | 11% | -32%
COC(=O)C1=C(C)NC(=O)NC1c1ccsc1 (stereo unspecified)
    2.5% | 7% | 0.3% | 13% | -2.6% | 16% | i | 1.1 | -3% | 13%
Cn1c(=O)c2c(nc(CN3CCN(Cc4ccccc4)CC3)n2CCN2CCOCC2)n(C)c1=O
    . | 5% | -0.1% | . | -0.8% | 10% | i | 0.9 | -2% | -8%
CCCCc1nc2sc3c(SCC(=O)NCc4ccco4)ncnc3c2c2c1CCC2
    3.3% | -2% | -0.1% | -20% | 34% | 4% | i | 0.8 | -12% | -5%
CCOc1cc(/C=N/NC(=O)CN2CCCCC2)ccc1O
    -7.5% | 0% | 0.6% | -3% | -0.7% | -42% | i | 0.5 | 14% | 1%
COc1ccc(N=C2SCC(=O)N2c2ccc(OC)cc2)cc1
    -5.7% | 22% | -0.1% | -2% | -0.2% | -12% | i | 6.3 | 4% | -10%
CN(Cc1cn(-c2ccccc2)nc1-c1cc2ccccc2o1)C(=O)CCC(=O)O
    2.3% | 5% | -0.2% | -34% | 8.1% | -46% | i | 0.2 | 10% | -7%
O=C(Nc1nccs1)c1ccc(Br)s1
    6.5% | -8% | 0.3% | -22% | -1.2% | -18% | i | 1.1 | -1% | -30%
Cc1ccc(C)c(NC(=O)Cn2nc(-c3ccccc3)nc2-c2ccccc2)c1
    4.0% | -1% | -0.1% | -12% | 4.1% | 34% | i | 1.7 | -3% | -13%
CCCC(C)C(=O)Nc1ccncc1 (stereo unspecified)
    -3.9% | 4% | 0.2% | 19% | 0.8% | -33% | i | 1.0 | 12% | 0%
CCCOc1ccc(C(C)=O)cc1Cc1c(O)nc(SC)[nH]c1=O
    -6.1% | 8% | -0.4% | -9%[20 µM] | -1.6% | 22% | i | 0.6 | 4% | 2%
CSCCC(NC(=O)c1ccco1)C(=O)N1CC=C(c2ccccc2)CC1 (stereo unspecified)
    2.9% | 8% | -0.1% | -6% | -0.3% | -37% | i | 1.0 | 10% | 2%
C#Cc1ccc([C@H]2C=C(C(=O)N3CCN(Cc4ccc5c(c4)OCO5)CC3)O[C@@H](OCC)[C@@H]2CCCO)cc1
    2.7% | -14% | 0.5% | -2% | -0.5% | 2% | i | 1.0 | 6% | 46%
CC1Cc2cccc3c(O)c(C(=O)c4nn[nH]n4)c(=O)n1c23 (stereo unspecified)
    0.3% | -10% | -0.4% | . | -1.4% | -3% | i | 0.8 | 10% | 13%
CC(Oc1ccccc1F)C(=O)NCCN1CCCCC1 (stereo unspecified)
    0.3% | 7% | 0.0% | 3% | 0.9% | 9% | i | 0.4 | -4% | 15%
O=C(O)c1cccc(NS(=O)(=O)/C=C/c2ccccc2)c1
    -2.0% | 3% | 0.0% | 20% | -1.1% | -13% | i | 0.9 | 20% | 18%
CCC(=O)N(Cc1cc(=O)[nH]c2ccccc12)c1ccc(OC)cc1
    -3.4% | -2% | 0.0% | 24% | 0.3% | 1% | i | 0.8 | 1% | 12%
CCSc1nc2ccc(C)cc2cc1C#N
    -9.3% | 10% | 0.2% | -46%[20 µM] | 1.0% | -37% | i | 0.6 | 16% | -17%
Cc1ccc(N(C(=O)Cn2nnc(-c3ccc(C)o3)n2)C(C(=O)NC2CCCC2)c2ccncc2)cc1 (stereo unspecified)
    -1.9% | -14% | -0.2% | 28% | -0.1% | -9% | i | 0.4 | -11% | 20%
COc1ccc(C)cc1NC(=O)CN1CCN(C/C=C/c2ccccc2)CC1
    5.9% | -11% | 0.6% | -52% | -1.6% | 4% | i | 0.6 | -7% | -32%
O=C(c1cc(=O)[nH]c2ccccc12)N1CCN(c2cccc(C(F)(F)F)c2)CC1
    0.2% | 2% | -0.4% | -39% | -0.7% | -22% | i | 0.1 | -10% | 18%

An excerpt. The share of hits here may be higher or lower than overall.
